# Kir21 block: Kir2.1 (mouse) channel inhibition. P35561. HEK293-Kir2.1, FluxOR thallium flux fluorescence; hits give low values. B-score at 10 µM. 310,000 tested, 0.85% active. AID 1672;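 active means fluorescence ratio B-score at or below minus 3 SD of library scores, with starting-brightness B-score within 2 SD, cut at about -4.2 in these data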;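 further: channel flux triggered by added potassium and thallium sulfate stimulus; B-score of peak minus minimum fluorescence over baseline after thallium stimulus; more negative B-score means stronger Kir2.1 block with less thallium influx; some compounds called inactive have numbers as strong as hits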
# Target sequence (P35561 whole entry, looked up): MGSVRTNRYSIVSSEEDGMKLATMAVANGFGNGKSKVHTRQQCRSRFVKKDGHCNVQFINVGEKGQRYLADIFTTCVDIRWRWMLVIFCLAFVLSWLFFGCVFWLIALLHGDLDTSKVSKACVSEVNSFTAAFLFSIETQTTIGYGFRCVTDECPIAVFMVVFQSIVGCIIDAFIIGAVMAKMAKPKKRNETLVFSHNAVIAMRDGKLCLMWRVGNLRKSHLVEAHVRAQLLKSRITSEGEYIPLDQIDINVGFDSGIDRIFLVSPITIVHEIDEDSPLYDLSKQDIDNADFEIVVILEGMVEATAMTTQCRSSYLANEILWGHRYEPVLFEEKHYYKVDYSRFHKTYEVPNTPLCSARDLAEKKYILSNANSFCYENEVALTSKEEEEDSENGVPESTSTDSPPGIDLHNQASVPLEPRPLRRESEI
# KCNQ2 block: KCNQ2 potassium channel inhibitors, primary screen, cell-based, CHO-K1, FluxOR thallium flux, B-score (AID 2156); 20 min; hits give low values; B-score at 10 µM; 310,000 tested, 1.1% active;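 active means fluorescence ratio B-score at most minus 3 library SDs, with starting brightness B-score within 2 library SDs, cut at about -5.5 in these data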
# * hit, by the source's call; i = inactive. Compounds were not picked by outcome; any-hit rate near 1.9%.
SMILES,Kir21 block,KCNQ2 block
Cc1cccn2c(CNC3CCCc4ccccc43)c(C(=O)N3CCCCC3)nc12 (stereo not given),-1.3,i
CC1CCc2nn(CC(=O)NCc3ccc4c(c3)OCO4)cc2C1 (stereo not given),2,i
Cc1ccc(NS(=O)(=O)c2ccc3[nH]c(=O)sc3c2)cc1,-1.7,i
Cn1c(=O)c2c(nc(NCc3cccnc3)n2Cc2ccccc2Cl)n(C)c1=O,1.3,i
Cc1cc2cc(C(c3nnnn3CC3CCCO3)N3CCCc4ccccc43)c(=O)[nH]c2cc1C (stereo not given),0.36,i
O=C(O)c1cccc(COCC(F)(F)C(F)F)c1,0.55,i
O=C(Nc1ccnc(-c2cccnc2)n1)c1ccc(Cl)c(Cl)c1,1.8,i
COc1ccc(N/N=C(\C=N\O)C(=O)c2ccc(OC)cc2)cc1,-1.9,i
COc1cccc(CNS(=O)(=O)c2ccc(N3CCCC3=O)cc2)c1,0.95,i
N#CCCN(Cc1ccccc1)C(=O)Nc1ccc(F)cc1,0.88,i
O=C(CCc1nnc2ccc(NCc3ccccc3Cl)nn12)NC1CCCC1,0.23,i
CC(=O)Nc1ccc(NC(=O)Nc2ccc3c(c2)N(C)C(=O)CS3)cc1,1.2,i
COc1ccc2nc(C)cc(SCC(=O)N/N=C/c3ccc(O)c(O)c3)c2c1,0.94,i
COc1cccc(N2C(=O)CC(N3CCN(c4ccc([N+](=O)[O-])cc4)CC3)C2=O)c1 (stereo not given),0.02,i
COc1ccc(-c2nc(CCNS(=O)(=O)c3ccc4c(c3)OCCO4)cs2)cc1,-2.9,i
COC(=O)COc1cccc2c(=O)n(CC(=O)N3CCC(C)CC3)ccc12,0.33,i
CC(C)(C)C1C/C(=C/c2ccccn2)C(=O)/C(=C/c2ccccn2)C1 (stereo not given),-0.24,i
O=C(Nc1c2c(nn1-c1ccc([N+](=O)[O-])cc1)CS(=O)(=O)C2)C1CC1,1.4,i
COc1ccccc1C(=O)NC(=S)N1CCc2ccccc21,-0.11,i
O=C(C1CCN(S(=O)(=O)c2cccs2)CC1)N1CCN(Cc2ccccc2)CC1,-0.68,i
CC1CN(C(=S)Nc2ccccc2F)CC(C)O1 (stereo not given),0.24,i
O=C(Nc1cccc(F)c1)C1CC(=O)N(c2ccc(Br)cc2)C1 (stereo not given),0.6,i
CC(=C\C(=O)O)/C(=C/c1ccco1)C(=O)O,-0.02,i
O=C(Nc1ccc2nc(-c3ccco3)[nH]c2c1)c1cccs1,0.91,i
COc1ccc(N2C(=O)CC(N3CCOCC3)C2=O)cc1 (stereo not given),1.9,i
CCOC(=O)c1cnc2ccc(OCC)cc2c1N1CCN(c2ccccc2)CC1,0.43,i
O=C(Cn1cccc1)N1CCc2ccccc21,-1,i
Cc1ccc(CCNC(=O)C2CC(c3cc(C(F)(F)F)cc(C(F)(F)F)c3)=NO2)cc1 (stereo not given),-1.4,i
COc1ccc(C(=O)Cn2cnc3ccccc3c2=O)c(OC)c1,-0.64,i
O=[N+]([O-])c1ccccc1S(=O)(=O)n1cnc2ccccc21,0.16,i
CCC(C(=O)OCC(=O)c1ccc2c(c1)NC(=O)CO2)c1ccccc1 (stereo not given),-0.63,i
CC(C)COCc1ccc(O)c2ncccc12,-0.98,i
CC(C)c1c(Cl)c(O)c(-c2ccccc2)c(=O)n1-c1ccc(F)cc1,-0.6,i
CCC(=O)NS(=O)(=O)c1cccnc1Nc1ccccc1Cl,-0.23,i
O=C(O)c1c2c(nc3ccc(F)cc13)CCC2,0.14,i
O=C(Nc1ccc(N2CCN(C(=O)c3ccco3)CC2)cc1)C(c1ccccc1)c1ccccc1,1.2,i
CN1/C(=C\C(=O)Nc2cccnc2)c2ccccc2CC1(C)C,-0.15,i
COc1ccc(-n2ncc3c(N4CCC(C(N)=O)CC4)ncnc32)cc1,0.86,i
O=C(NCCN1CCOCC1)c1cn(CCc2ccccc2)nn1,-0.62,i
Cc1csc(NC(=O)c2nc3nccc(C)n3n2)n1,-0.4,i
CCCc1nnc(NC(=O)C2CC(=O)N(C3CCCC3)C2)s1 (stereo not given),0.85,i
CC(=O)N1CCN(Cc2nc3cc(Cl)ccc3c(=O)[nH]2)CC1,0.15,i
COc1ccccc1C(=O)Nc1ccnn1C1CCN(CCCC2CCCC2)CC1,-0.76,i
CCOCC(=O)Nc1cccc(NC(C)=O)c1,0.03,i
Cc1ccc(CC(=O)NCc2ccc(Cl)cc2)cc1,0.3,i
CCOC(=O)[C@@H]1[C@H]2COc3ccccc3[C@H]2N2C(=O)N(c3ccc(OC)cc3)C(=O)[C@]12C,0.02,i
Cc1noc(C)c1COc1ccc(C(=O)OC(C)C(=O)Nc2ccc(S(=O)(=O)N3CCOCC3)cc2)cc1 (stereo not given),-0.4,i
COc1ccc(CN(C(=O)/C=C/c2ccccc2Cl)C2CCS(=O)(=O)C2)cc1 (stereo not given),1.9,i
COc1ccccc1-c1cc(C(F)(F)F)nc(N2CCN(c3ccccc3)CC2)n1,-1.5,i
COc1ccc(NC(=O)c2cc3ccccc3o2)cc1OC,0.39,i
O=[N+]([O-])c1cccc(S(=O)(=O)NCCCN2CCOCC2)c1,1.3,i
Cc1nc2sc(C(c3cccc(F)c3)N3CCCC(C)C3)c(O)n2n1 (stereo not given),0.74,i
Cc1cccc2sc(NC(=O)C3CCN(S(=O)(=O)c4cc([N+](=O)[O-])ccc4Cl)CC3)nc12,1.4,i
COc1ccc(Cl)cc1NC(=S)NCCc1ccc(F)cc1,-4.6*,-8.7*
O=C(c1ccc([N+](=O)[O-])s1)N1CCN(c2ccccc2)CC1,-1.3,i
CC(C)Cc1cc(C(=O)NCCc2ccccc2)no1,-1.2,i
O=C1OC(/C(=C\NCc2ccccc2)[N+](=O)[O-])c2ccccc21 (stereo not given),-0.98,i
O=c1c2ccccc2ncn1CCOCCOc1cccc(Br)c1,1.3,i
O=C(c1cccs1)c1coc2ccc(O)c(CN3CCOCC3)c12,-4.2*,i
O=C1/C(=C/c2coc3ccc(O)cc3c2=O)SC(=S)N1c1ccccc1,0.02,i

# As a working copy, part of the list above:
SMILES,Kir21 block,KCNQ2 block
CCOC(=O)[C@@H]1[C@H]2COc3ccccc3[C@H]2N2C(=O)N(c3ccc(OC)cc3)C(=O)[C@]12C,0.02,i
Cc1noc(C)c1COc1ccc(C(=O)OC(C)C(=O)Nc2ccc(S(=O)(=O)N3CCOCC3)cc2)cc1 (stereo not given),-0.4,i
COc1ccc(CN(C(=O)/C=C/c2ccccc2Cl)C2CCS(=O)(=O)C2)cc1 (stereo not given),1.9,i
COc1ccccc1-c1cc(C(F)(F)F)nc(N2CCN(c3ccccc3)CC2)n1,-1.5,i
COc1ccc(NC(=O)c2cc3ccccc3o2)cc1OC,0.39,i
O=[N+]([O-])c1cccc(S(=O)(=O)NCCCN2CCOCC2)c1,1.3,i
Cc1nc2sc(C(c3cccc(F)c3)N3CCCC(C)C3)c(O)n2n1 (stereo not given),0.74,i
Cc1cccc2sc(NC(=O)C3CCN(S(=O)(=O)c4cc([N+](=O)[O-])ccc4Cl)CC3)nc12,1.4,i
COc1ccc(Cl)cc1NC(=S)NCCc1ccc(F)cc1,-4.6*,-8.7*
O=C(c1ccc([N+](=O)[O-])s1)N1CCN(c2ccccc2)CC1,-1.3,i
CC(C)Cc1cc(C(=O)NCCc2ccccc2)no1,-1.2,i
O=C1OC(/C(=C\NCc2ccccc2)[N+](=O)[O-])c2ccccc21 (stereo not given),-0.98,i
O=c1c2ccccc2ncn1CCOCCOc1cccc(Br)c1,1.3,i
O=C(c1cccs1)c1coc2ccc(O)c(CN3CCOCC3)c12,-4.2*,i
O=C1/C(=C/c2coc3ccc(O)cc3c2=O)SC(=S)N1c1ccccc1,0.02,i

# Next section:
SMILES,Kir21 block,KCNQ2 block
CCN(CC)C(=O)c1cc2c(=O)oc3ccccc3c2s1,-0.24,-6.9*
CCOC(=O)CSc1nc2ccc(C)cc2n2cnnc12,1.2,i
COc1ccc(N2CCN(S(=O)(=O)CCNC(=O)/C=C/c3ccccc3)CC2)cc1,2.8,i
Cc1ccc(Cn2c(SCC(N)=O)nc3c2c(=O)n(C)c(=O)n3C)cc1,1.1,i
O=C(Cc1ccccc1)Nc1scc(-c2ccccc2)c1C(=O)N1CCOCC1,-0.18,i
CCC1SC(C)C/C(=N/NC(N)=O)C1C (stereo not given),-0.22,i
O=C(O)c1cc(NS(=O)(=O)c2ccc(NC3CCCCC3)c([N+](=O)[O-])c2)cc(C(=O)O)c1,1.2,i
CCOC(=O)c1ccc(S(=O)(=O)Nc2cc(C(C)(C)C)no2)cc1,-0.48,i
COc1ccccc1NC(=O)C1CCCN(S(=O)(=O)c2cccc3nsnc23)C1 (stereo not given),-1.5,i
C=CCN1CN(CCc2ccccc2)CNC1=S,-1.2,i
Cc1ccc(-c2nnc(OCCN3CCOCC3)c3ccccc23)cc1,-0.79,i
COCCNC(=O)C(c1ccc(F)cc1)N(Cc1ccco1)C(=O)CCC(=O)Nc1nccs1 (stereo not given),-1.8,i
COc1ccc([C@@H]2CC(=O)c3c(O)cc(O[C@@H]4O[C@H](CO[C@@H]5O[C@@H](C)[C@H](O)[C@@H](O)[C@H]5O)[C@@H](O)[C@H](O)[C@H]4O)cc3O2)cc1O,-0.4,i
O=C(NCC(=O)N(c1ccc(F)cc1)C(C(=O)NC1CCCCC1)c1ccncc1)c1ccco1 (stereo not given),0.1,i
CCOc1cc(/C=N/n2cnnc2)ccc1O,0.12,i
CC(=O)N1c2ccccc2C(C)(C)C2CCC(C)CC21 (stereo not given),-1.6,i
COc1ccc(C2N(c3ccc(F)cc3)C(=O)C3CCCN32)cc1 (stereo not given),0.6,i
CC12CCC(=O)N1C(C(=O)OCc1c(Cl)cccc1Cl)CS2 (stereo not given),-0.68,i
O=C(CN1CCN(c2ccccc2F)CC1)NCc1ccc(Cl)cc1,0.01,i
CCn1c(=O)n(CC(=O)N2CC(C)CC(C)C2)c(=O)c2ccccc21 (stereo not given),-1.5,i
CC(=O)c1ccc(NS(=O)(=O)Cc2ccccc2)cc1,1.3,i
CN(C)C(=O)CCC(=O)N(C)CC1CCCN(CCc2ccc(F)cc2)C1 (stereo not given),0.12,i
Cc1nc2ccc(NC(=O)c3ccc([N+](=O)[O-])cc3[N+](=O)[O-])cc2s1,-0.57,i
CCCCC1=CC2=CC(=O)C(C)(OC(=O)CCc3ccccc3)C(=O)C2=CO1 (stereo not given),2.2,i
CC1(C)Cc2c(sc(NC(=O)C(=O)N3CCCC3)c2C(=O)O)CO1,0.24,i
C/C(=N/NC(=O)CNC(=O)C1COc2ccccc2O1)c1ccc([N+](=O)[O-])cc1 (stereo not given),-0.32,i
O=C(COC(=O)CCCNC(=O)c1ccc(Cl)cc1)NCc1ccccc1Cl,2.9,i
C=CCNC(=S)NCc1ccc(CNC(=S)NCC=C)cc1,1.2,i
COc1ccccc1C(=O)NCCC(=O)NNC(=O)C1COc2ccccc2O1 (stereo not given),-0.03,i
O=C(NC1CC1)C1CCN(Cc2cnn(-c3ccccc3)c2-n2cccc2)CC1,-0.19,i
O=C1C2CC=C(Cl)CC2C(=O)N1CC1OCCc2ccccc21 (stereo not given),-0.82,i
Cc1ccc(C(=O)Nc2cc3c(oc2=O)CCCC3=O)cc1,0.46,i
COc1ccc(C(=O)Nc2ccc(NC(=O)c3cccc(F)c3)cn2)cc1,1,i
FC(F)(F)c1cnc(-c2cnc(-c3ccncc3)nc2)c(Cl)c1,-0.96,i
Cc1cc2ccccc2c(=O)n1CC(=O)NCC(=O)N1CCN(c2ccccc2F)CC1,0.98,i
CN(C)c1ccc(CCc2ccc(N)cc2)cc1,-0.55,i
O=C(COc1ccc(Cl)cc1)Nc1cc2c3c(c1)CC(=O)N3CCC2,0.09,i
COCCN(C(=O)COc1ccccc1C#N)c1c(N)n(Cc2ccccc2)c(=O)[nH]c1=O,0.93,i
CC1(OC(=O)C2CCCC2)C(=O)C=C2C=C3CCCCN3C=C2C1=O (stereo not given),1.9,i
Cc1c(N(C(=O)Cc2cccs2)C2(C(=O)NC3CCCC3)CCCCC2)c(=O)n(-c2ccccc2)n1C,-0.26,i
COc1ccc(S(=O)(=O)NCc2csc(C)n2)cc1,-0.09,i
CCC(C)[C@H]1CNCCN1CCc1cccc2ccccc12 (stereo not given in full),-3.2,i
CC(NC(=O)CSc1nc2ccccc2n1C)c1ccccc1 (stereo not given),-2.5,i
CS(=O)(=O)Nc1cccc(C2=NN(C(=O)c3ccco3)C(c3ccco3)C2)c1 (stereo not given),0.87,i
O=C(NCCCN1CCCC1=O)c1cc2c(s1)CCCCC2,1.2,i
Cc1ccc(NC(=O)Cn2cc(C(F)(F)F)cc(Cl)c2=O)cc1S(=O)(=O)N1CCCCC1,3.2,i
O=C(NC(Nc1nc2ccc([N+](=O)[O-])cc2s1)(C(F)(F)F)C(F)(F)F)c1cccnc1,-5.7*,i
CCCCn1c(N)c(N(CC(C)C)C(=O)c2c(CC)noc2C)c(=O)[nH]c1=O,0.18,i
COc1ccc(OC)c(S(=O)(=O)N2CCCC(C(=O)N3CCCCCC3)C2)c1 (stereo not given),-0.68,i
COC(=O)c1cc(NC(=O)CN2CCc3cc4c(cc3C2)OCCCO4)cc(C(=O)OC)c1,-1.3,i
C/C(=N/NC(=O)c1ccc(Cl)s1)c1ccc(NC(=O)COc2ccc(Cl)cc2)cc1,-0.02,i
COc1cccc(C(=O)N2CCN(Cc3ccc(OC)cc3OC)CC2)c1,0.75,i
CC(=O)NCCN1C(=O)S/C(=C\c2cccs2)C1=O,0.12,i
C=CCN(CC=C)C(=S)NC(=O)c1ccc(C)c(Br)c1,-0.03,i
CC1(c2ccc3noc(-c4ccccc4)c3c2)OCCO1,-0.66,i
O=C(c1ccc(F)cc1)c1ccc(N2CCCCC2)cc1,1.1,i
OCC(CO)(CO)N=Cc1cc(Br)ccc1O,-1.3,i
Cc1ccnc(NC(=O)c2cc([N+](=O)[O-])cc([N+](=O)[O-])c2)c1,0.38,i

# Bioassay records (PubChem BioAssay)
